# Compound activity: PubChem, National Center for Advancing Translational Sciences (NCATS)
# PGK inhibitor = inhibitors of T. brucei phosphoglycerate kinase; P07378; PGK/GAPDH coupled, Kinase-Glo luminescence, 60 min; Potency, µM (doses to about 57.5 µM), without a hit: at the top dose activity change, negative = inhibition, usual class: inhibitors; hit rate 0.043% among 380,000; AID 602233; also: potency is read from the fitted curve at half-maximal effect; % is scaled to controls: 0 for no effect and ±100 for the full control effect; nearly all actives have a fitted effect of over 60% in size
#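 Luminescent ATP detection (Kinase-Glo Plus) follows a 60-minute room-temperature incubation, with wells lacking PGK as controls. Buffer: 100 mM TEA (pH 7.6), 5 mM MgCl2, 0.01% Tween-20. Coupling enzyme GAPDH (100 nM final) supplies unstable 1,3-BPG in-well.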
# GLS inhibitor = inhibitors of human glutaminase (GLS); O94925; GLS enzymatic activity, qHTS titration; Potency, µM (doses to about 45.5 µM), for inactives: at the top dose activity change, negative = inhibition, actives largely listed as inhibitors; hit rate 0.21% among 410,000; also: potency is read from the fitted curve at half-maximal effect; % is scaled to controls: 0 for no effect and ±100 for the full control effect
# Target sequence (O94925 whole entry, looked up): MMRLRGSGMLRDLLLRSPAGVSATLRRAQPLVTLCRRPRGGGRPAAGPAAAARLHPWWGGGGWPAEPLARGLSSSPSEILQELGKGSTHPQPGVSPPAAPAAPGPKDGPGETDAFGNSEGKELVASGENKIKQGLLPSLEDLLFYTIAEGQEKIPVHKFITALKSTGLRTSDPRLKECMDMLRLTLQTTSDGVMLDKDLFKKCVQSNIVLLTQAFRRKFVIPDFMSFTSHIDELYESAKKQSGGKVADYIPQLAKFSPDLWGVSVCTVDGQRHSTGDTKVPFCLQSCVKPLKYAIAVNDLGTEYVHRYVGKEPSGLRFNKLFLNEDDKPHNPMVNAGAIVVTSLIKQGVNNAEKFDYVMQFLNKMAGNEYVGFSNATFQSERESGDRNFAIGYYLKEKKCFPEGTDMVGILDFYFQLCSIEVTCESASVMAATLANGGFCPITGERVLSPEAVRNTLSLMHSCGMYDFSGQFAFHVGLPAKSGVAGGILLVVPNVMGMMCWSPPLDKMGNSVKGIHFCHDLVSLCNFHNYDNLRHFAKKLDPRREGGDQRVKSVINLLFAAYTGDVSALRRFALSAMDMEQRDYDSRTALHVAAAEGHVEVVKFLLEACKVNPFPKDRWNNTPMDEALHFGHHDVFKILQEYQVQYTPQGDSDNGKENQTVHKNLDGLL
#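 Assay buffer: 45 mM KH2PO4 pH 8.2, 0.02% Tween-20. hKGA acts on L-glutamine (1 mM solution added); product glutamate is reported by an oxidase/peroxidase Amplex Red coupling, with fluorescence taken at baseline and 30 min.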
# ERG Ets-DNA blk = ERG Ets/DNA interaction inhibition; P11308; fluorescence polarization, His-ERG Ets domain / labelled DNA; Potency, µM (series often up to 76.9 µM), inactives show top-dose FP activity, negative = inhibition, hits mostly inhibitors; hit rate 0.028% among 370,000; active = well fitted inhibition curve with a large enough effect in the polarisation, with a control signal flat; inconclusive = small, poorly fitted or top-dose-only effect, or effect the other way, or a change in a side signal; inactive = no such curve, though single readings can be large or run the other way; the % refers to the polarisation;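 also: polarization taken with two DNA probes labelled with fluorescein and Texas red; potency is read from the fitted curve at half-maximal effect; % of control where 0% means no effect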
#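 His-tagged ERG Ets domain (1 uM in the protein solution; 300mM KCl, 50mM Tris-HCl, 1mM EDTA, 1mM DTT, pH 7.5) received compound, then a probe mix of 5 nM fluorescein-DNA and 100nM Texas-615-DNA. Fluorescence polarization was read for both dyes.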
# HP1b chromo inh = HP1-beta chromodomain-methylated histone interaction inhibition; P83916; AlphaScreen HP1-beta / biotin-H3K9me3 peptide binding; Potency, µM (doses to about 114 µM), without a hit: top-dose activity change, negative = inhibition, most hits filed as inhibitors; hit rate 0.56% among 390,000; also: potency is read from the fitted curve at half-maximal effect; nearly all actives have a fitted effect of over 70% in size; inactives centre near 23
# Target sequence (P83916 whole entry, looked up): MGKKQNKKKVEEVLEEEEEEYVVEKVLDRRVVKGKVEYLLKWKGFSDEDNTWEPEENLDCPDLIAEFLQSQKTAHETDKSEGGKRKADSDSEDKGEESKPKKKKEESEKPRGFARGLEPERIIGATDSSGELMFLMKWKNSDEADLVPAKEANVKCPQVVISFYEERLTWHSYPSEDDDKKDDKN
#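 AlphaScreen: HP1-beta (50 nM) preformed 30 min with biotin-H3(1-18)K9me3 peptide (50 nM) in PBS pH 7.4, 0.01% Tween-20. Compound added for 30 min at RT, then streptavidin donor/nickel chelate acceptor beads (10 ug/mL) for 30 min.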
# BAZ2B inh = blocks human BAZ2B; Q9UIF8; AlphaScreen BAZ2B-H3K14Ac peptide displacement; Potency, µM (titrated, usually from 114 µM), for the others: at the top dose activity change, negative = inhibition, actives largely listed as inhibitors; hit rate 4.4% among 360,000; also: potency is read from the fitted curve at half-maximal effect; % is scaled to controls: 0 for no effect and ±100 for the full control effect; nearly all actives have a fitted effect of over 60% in size
#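 Inhibition is scored as reduced AlphaScreen emission. The BAZ2B/b-H3(5-23)K14Ac complex (50 nM each) in PBS pH 7.4, 0.01% Tween-20 meets compound (up to 110 uM) for 30 min at RT before bead addition.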
# G9a block = inhibitors of human histone lysine methyltransferase G9a; Q96KQ7; G9a H3K9 monomethylation, AlphaScreen, 2 h; Potency, µM (highest dose often 102 µM), for the others: at the top dose activity, negative = inhibition, actives largely listed as inhibitors; hit rate 8.8% among 350,000; AID 504332; also: potency is read from the fitted curve at half-maximal effect; % is scaled to controls: 0 for no effect and ±100 for the full control effect; nearly all actives have a fitted effect of over 75% in size
#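 Signal arises when biotinylated H3K9 peptide, once monomethylated, bridges streptavidin donor and antibody-captured acceptor beads. Enzyme at 20 nM was preincubated 15 min with test compounds; peptide 500 nM and SAM 20 uM then reacted for 2 h.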
# PI4K2A inh = blocks human PI4K2A kinase activity; activity change, negative = inhibition, % at 76.9 µM; purified PI4K2A, ADP-Glo luminescence, 1 h; active compounds read low; Q9BTU6; hit rate 0.13% among 420,000; in the data active = activity change below about -50%; inconclusive = mostly about -30% to -49%;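 also: -100% = wells without enzyme as full effect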
#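 ADP-Glo luminescence measured ADP generated by PI4K2A enzyme (4 ug/mL before mixing) with 1.2 mM PI substrate (pre-mix) and 300 microM ATP (pre-mix). Tris pH7.5 buffer with MgCl2, Triton X-100; 1 h reaction at ambient temperature.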
# Pin1 inhibitor = blocks the human prolyl isomerase Pin1 | Pin1 FP peptide displacement, HiFluor488, 10 min | Q13526 | hit rate 0.009% among 390,000 | AID 504891 | Potency, µM (highest dose often 115 µM), for inactives: top-dose activity, negative = inhibition, hits mostly inhibitors; active = well fitted inhibition curve with a large enough effect in the polarisation, with a control signal flat, not every such curve was filed as active; inconclusive = small, poorly fitted or top-dose-only effect, or effect the other way, or a change in a side signal; inactive = no such curve, though single readings can be large or run the other way; the % refers to the polarisation; also: potency is read from the fitted curve at half-maximal effect; % is scaled to controls: 0 for no effect and ±100 for the full control effect
# Target sequence (Q13526 whole entry, looked up): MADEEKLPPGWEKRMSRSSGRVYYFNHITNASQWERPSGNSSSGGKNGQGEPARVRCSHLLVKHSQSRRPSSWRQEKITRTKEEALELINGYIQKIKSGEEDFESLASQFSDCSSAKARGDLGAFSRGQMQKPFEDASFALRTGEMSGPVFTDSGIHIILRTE
# JMJD2A Tudor inh = JMJD2A Tudor domain (human) inhibition | Potency, µM (titrated, usually from 114 µM), without a hit: at the highest dose activity change, negative = inhibition, actives largely listed as inhibitors | AlphaScreen JMJD2A-Tudor / H3K4me3 peptide binding | hit rate 4.4% among 390,000 | AID 504339; also: potency is read from the fitted curve at half-maximal effect; % is scaled to controls: 0 for no effect and ±100 for the full control effect; nearly all actives have a fitted effect of over 50% in size
# Active calls of the source: *; i = inactive; ? = inconclusive; · = not tested or not shown; [ ] = another dose, or the depositor's remark. Unless noted, calls follow the shape of the dose curve; as a rule, active = well fitted curve in the direction sought with a large enough effect; inconclusive = small, poorly fitted or top-dose-only effect, or another doubt; inactive = no such curve, though single readings can be large; an effect the other way counts as inactive or inconclusive.
no.	Molecule	PGK inhibitor	GLS inhibitor	ERG Ets-DNA blk	HP1b chromo inh	BAZ2B inh	G9a block	PI4K2A inh	Pin1 inhibitor	JMJD2A Tudor inh
1	Cc1ccc(S(=O)(=O)N2CCOCC2)cc1NC(=O)COC(=O)c1ccc2c(c1)OCCO2	-8.8%	-4.4%	-2.9%	16.2%	·	-2.1%	0.4	-4.8%	-11.6%
2	O=C(CC1NC2CCCCC2NC1=O)Nc1cccc(C(F)(F)F)c1 (stereo not drawn)	1.6%	0.3%	1.9%	19.4%	-7.0%	9.5%[59 µM]	1.7	-5.0%	17.3%[57.1 µM]
3	Cc1ccc(C)c(N(CC(=O)NCc2ccco2)C(=O)CNS(=O)(=O)c2ccccc2)c1	-1.0%	-1.9%	-1.2%	-21.9%	-3.9%	12.3%	0.9	-5.3%	-27.8%
4	CCOc1ccc(S(=O)(=O)N2CCC(C(=O)N3CCOCC3)CC2)cc1Cl	1.1%	1.6%	-1.2%	18.7%	-1.7%	21.0%	1.0	-7.7%	-5.0%
5	COc1ccc2nc(NC(=O)c3cc(=O)c4cc(C)cc(C)c4o3)sc2c1	i	3.4%	-1.3%	2.3%	-11.7%	-31.9%[59 µM]	1.4	-1.6%	-35.1%
6	CCOC(=O)C1CCN(S(=O)(=O)c2c[nH]c(=O)[nH]c2=O)CC1	-6.5%	-1.6%	-0.4%	39.3%[activator]	-31.4%	-29.0%	1.9	-12.1%	-10.9%
7	CC(c1ccccc1)n1cc(C(=O)NCc2ccccn2)nn1 (stereo not drawn)	-1.4%	2.3%	-0.9%	-7.4%	3.3%	?	2.8	-1.3%	-20.8%
8	Cc1cc(C)n(C)c(=O)c1C#N	3.5%	2.2%	1.4%	24.6%	-34.9%	-10.2%	0.3	2.4%	-2.8%

# Overlap with the part before: 3 entries, followed by the next part.
no.	Molecule	PGK inhibitor	GLS inhibitor	ERG Ets-DNA blk	HP1b chromo inh	BAZ2B inh	G9a block	PI4K2A inh	Pin1 inhibitor	JMJD2A Tudor inh
6	CCOC(=O)C1CCN(S(=O)(=O)c2c[nH]c(=O)[nH]c2=O)CC1	-6.5%	-1.6%	-0.4%	39.3%[activator]	-31.4%	-29.0%	1.9	-12.1%	-10.9%
7	CC(c1ccccc1)n1cc(C(=O)NCc2ccccn2)nn1 (stereo not drawn)	-1.4%	2.3%	-0.9%	-7.4%	3.3%	?	2.8	-1.3%	-20.8%
8	Cc1cc(C)n(C)c(=O)c1C#N	3.5%	2.2%	1.4%	24.6%	-34.9%	-10.2%	0.3	2.4%	-2.8%
9	Cn1cc(C(=O)N2CCN(c3cccc(Cl)c3)CC2)c(=O)c2cc(S(=O)(=O)N3CCCC3)ccc21	-6.7%	-2.4%	-12.3%	11.7%	·	8.8%[59 µM]	-4.5	0.6%	-24.7%
10	CC(C)C(=O)N=c1sc2cc(F)cc(F)c2n1C	5.3%	-1.2%	-1.4%	32.7%	2.3%	2.6%	3.2	3.0%	7.0%
11	O=C(COc1ccc2c(c1)OCO2)Nc1cccc(F)c1	-3.7%	4.2%	-9.7%	?	-17.6%	7.1%	-2.2	-3.6%	-23.9%
12	COc1cccc(C(=O)Cn2c(=N)n(C)c3ccccc32)c1	-2.7%	12.0%	-5.2%	36.8%	-32.1%	?	0.7	?	-22.6%
13	C#CCSc1nnc(-c2sc3ccccc3c2Cl)o1	2.8%	6.5%	2.7%	41.0%[activator]	-4.2%	3.5%	3.5	2.9%	-13.9%
14	CC(C)COC(=O)Cn1nnc2sc(-c3ccccc3)cc2c1=O	·	9.8%	-1.9%	23.0%	-13.8%	5.6%[59 µM]	-0.8	23.5%	-19.5%
15	O=C(Cc1cccs1)NC1CCCC1	-0.7%	-3.5%	15.0%	163.7%[activator]	7.9%	7.0%[0.501 µM]	-2.8	4.1%	3.5%
16	CC(C)[C@H](NC(=O)OC(C)(C)C)c1nnc(S(=O)(=O)Cc2c(F)cccc2Cl)o1	-2.8%	11.1%	11.6%	47.7%[activator]	0.8%	?	47.8	1.2%	5.1%
17	CC(C)(C)OC(=O)N1CCC(C(=O)N2CCCCCC2)CC1	-11.4%	2.4%	-6.9%	28.4%	1.2%	-2.1%[59 µM]	-0.4	0.4%	-6.8%
18	CCCNc1c(NC(=O)C2CCC(C)CC2)c(=O)oc2ccccc12 (stereo not drawn)	2.2%	5.7%	1.6%	68.5%[activator]	-2.0%	·	-2.9	2.3%	-6.8%
19	C[C@H](NC(=O)c1nc[nH]c1C(=O)N1CCN(C(=O)OC(C)(C)C)CC1)C(=O)OCc1ccccc1	8.5%	-1.8%	1.3%	31.2%	-0.6%	·	-1.4	-4.2%	-13.1%
20	Cc1sc(NC(=O)CN(Cc2ccccc2)C(=O)C(C)C)c(C(N)=O)c1C	5.7%	1.3%	-2.5%	26.4%	5.4%	8.3%[59 µM]	0.5	2.8%	-7.6%
21	CSc1nc(-c2ccccc2)nn1S(=O)(=O)c1ccc(Cl)cc1	6.4%	-7.5%	-1.1%	39.0%	9.6%	-40.9%[59 µM]	2.8	3.3%	5.2%
22	CCc1ccc(CNC(=O)c2cccc(-n3cnc4cccnc43)c2C)cc1	7.7%	0.0%	2.8%	36.8%	-13.3%	-1.5%[59 µM]	-0.4	2.5%	-0.3%
23	CCCCCn1nc(C(=O)N2CCc3ccccc32)c2ccccc2c1=O	-5.7%	-4.9%	-4.9%	56.1%[activator]	0.4%	-0.8%[12.7 µM]	2.5	2.2%	17.1%
24	N#Cc1ccc(-c2ccco2)nc1SCc1ccccc1	9.3%	4.5%	7.3%	41.7%	18.5%	28.2µM*	-3.1	22.2%	83.8%[activator]
25	O=C(NC(=S)N(Cc1ccccc1)c1ccccn1)C1CC1	1.0%	8.4%	13.7%	13.1%	2.2%	14.1µM*	-5.3	-0.5%	-2.1%
26	Cc1nn(-c2ccccc2)c(C)c1/C=N/Nc1nc2ccccc2[nH]1	i	15.3%	12.5%	?	?	?	-4.6	-0.8%	56.2µM*
27	CCOC(=O)c1c(C)oc2nc(C)nc(NCc3ccc(C)cc3)c12	-1.7%	1.7%	4.9%	33.5%	2.2%[57.1 µM]	-10.7%[59 µM]	-0.7	7.2%	15.9%
28	O=C1N[C@@H](Cc2c[nH]c3ccccc23)COC(=O)[C@H](Cc2ccc(F)cc2)C/C=C\C[C@@H]1CC(=O)N(CCO)Cc1ccccc1	-4.1%	2.0%	-8.1%	8.9%	·	·	-2.9	11.3%	?
29	O=C(/C=C/c1c(F)cccc1Cl)c1ccc(O)cc1	-3.5%	3.2%	8.3%	27.5%	-24.0%	-22.0%	2.8	2.9%	-15.0%
30	CN(CCNC(=O)C1CCC(=O)N(Cc2ccc(Cl)cc2)C1)CCc1ccccc1 (stereo not drawn)	-0.2%	4.7%	4.9%	24.6%	2.1%	·	-2.5	-11.0%	-12.4%
31	CCOc1ccc(C2C(C(=O)OC)=C(C)N=C3SCCC(=O)N32)cc1OCC (stereo not drawn)	-10.3%	-17.0%	-0.6%	9.5%	-27.2%	-26.3%	13.0	0.9%	-17.8%
32	NCCCn1c(C(=O)c2ccc(Cl)cc2)c2ccc(C(F)(F)F)cc2[n+]1[O-]	-7.6%	-3.9%	-5.2%	27.8%	1.0%	10.6%[2.33 µM]	-2.7	-3.0%	-27.0%
33	O=C(NNS(=O)(=O)c1ccccc1)C1CCN(S(=O)(=O)c2ccccc2)CC1	4.8%	-1.3%	-2.1%	30.5%[activator]	3.8%	22.4µM*	-2.0	-3.5%	-4.3%
34	O=C(O)C1C(c2ccccc2)C(C(=O)Oc2ccc(O)cc2)C1c1ccccc1 (stereo not drawn)	-3.6%	5.8%	-5.2%	19.7%	-28.2%	-6.9%[12.7 µM]	-1.4	2.8%	-9.0%
35	CCCCN(Cc1ccco1)C(=O)c1cc2c(s1)-c1c(C)cccc1OC2	0.8%	0.7%	-0.1%	123.9%[activator]	77.6%[activator]	168.3%[activator][59 µM]	1.8	15.8%	90.2%[activator]
36	CCOc1ccc(S(=O)(=O)NCCc2csc3nc(-c4cccc(C)c4)nn23)cc1	-3.8%	0.5%	9.9%	20.9%	-2.4%	1.2%[59 µM]	-4.5	0.2%	-6.8%
37	Cc1[nH]n2c(=O)c3c(nc2c1-c1ccccc1)CCCC3	-5.2%	9.0%	-16.8%	20.5%	7.2%	-2.2%	6.0	-3.2%	-6.6%
38	CCC(NC(=O)c1ccccc1NC(=O)c1ccco1)C(=O)NNC(=O)c1ccncc1 (stereo not drawn)	5.6%	9.2%	8.5%	43.9%[activator]	-30.7%	-2.7%	-15.1	0.2%	-5.1%
39	CCOCCCN1CN(Cc2ccccc2)CNC1=S	-5.7%	8.4%	-1.9%	20.4%	4.6%	7.0%[59 µM]	3.3	-1.4%	-10.2%
40	COc1ccccc1NC(=O)c1ncn(-c2ccccc2)n1	·	-7.8%	-0.1%	22.3%	-4.8%	-3.5%[59 µM]	0.3	-1.3%	-6.2%
